Source: PubChem
GLP-1R inv ag = qHTS of GLP-1 Receptor Inverse Agonists (Inhibition Mode) | 1.6% of 410,000 active | Potency, µM (top dose mostly 38.3 µM), inactives show at the top dose activity change, negative = inhibition, most hits filed as inhibitors | Glucagon-like peptide 1 receptor (Homo sapiens), P43220 | AID 624417, 2012 | HEK293 GLP-1R CRE-luciferase, luminescence, 24 h; GLP-1R form is constitutively active; also: potency is read from the fitted curve at half-maximal effect; % is scaled to controls: 0 for no effect and ±100 for the full control effect; nearly all actives have a fitted effect of over 55% in size
Target sequence (P43220 whole entry, looked up): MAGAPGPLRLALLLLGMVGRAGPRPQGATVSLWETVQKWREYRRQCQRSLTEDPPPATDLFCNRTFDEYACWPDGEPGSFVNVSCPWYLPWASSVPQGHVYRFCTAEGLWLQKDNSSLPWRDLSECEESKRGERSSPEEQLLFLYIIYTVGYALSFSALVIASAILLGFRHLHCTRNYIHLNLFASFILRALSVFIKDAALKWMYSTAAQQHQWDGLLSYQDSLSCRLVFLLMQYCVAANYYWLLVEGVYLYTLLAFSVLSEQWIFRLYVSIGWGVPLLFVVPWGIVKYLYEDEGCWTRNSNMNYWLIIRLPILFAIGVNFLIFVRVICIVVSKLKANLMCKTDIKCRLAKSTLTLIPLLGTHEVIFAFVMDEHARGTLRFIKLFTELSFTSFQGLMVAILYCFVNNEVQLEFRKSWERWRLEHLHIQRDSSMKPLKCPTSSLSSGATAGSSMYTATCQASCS
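Assay principle: reduced luminescence from a cAMP-responsive reporter in HEK293 cells co-expressing a constitutively active GLP-1R. Conditions: 24 hr compound incubation, 37 deg C, 5% CO2.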
aSyn yeast inh = qHTS of alpha-syn Inhibitors; Potency, µM (highest dose often 46.1 µM), without a hit: at the highest dose growth rescue (activation), most hits filed as activators; Yeast expressing alpha-synuclein, growth rescue, BacTiter-Glo, 24 h; 0.14% of 370,000 active; also: potency is read from the fitted curve at half-maximal effect; % of control where 0% means no effect; nearly all actives have a fitted effect of over 65% in size
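Screening used galactose-induced yeast with toxic alpha-synuclein levels, exposed to compound for 24 hr at 30 deg C. Cell growth, read with BacTiter-Glo luminescence, gave the measured signal.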
FUS suppressor = qHTS for Suppressors of FUS Proteinopathy: Primary screen using FUS-linked yeast assay; S. cerevisiae FUS-expressing, growth rescue, OD600, 24 h; Potency, µM (highest dose often 76.6 µM), without a hit: at the top dose growth rescue (activation), most hits filed as activators; 0.24% of 390,000 active;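 also: potency is read from the fitted curve at half-maximal effect; plate controls were DMSO vehicle for no effect and reference control for full effect; nearly all actives have a fitted effect of over 55% in size; some results filed as inactive show a strong effect at the top dose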
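Quantitative HTS measuring growth restoration of FUS-toxic yeast. Galactose-induced cells (OD 0.005) were exposed 24hr at 30C to compounds at several concentrations, then absorbance at 600 nm was recorded.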
pAkt inh = HTS Assay for Inhibitors of Akt Phophorylation: Primary Screen; Neuro2A IGF-stimulated pAkt S473 HTRF, 20 min; stronger effect = lower value; activity change, % for hits at 50 µM; 0.32% of 360,000 active; AID 651550, 2012; in the data active = activity change below about -80%; inconclusive = mostly about -51% to -80%; also: % is scaled to controls: 0 for no effect and ±100 for the full control effect
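Single-point screen (50 µM final compound) in Neuro2A cells stimulated 20 min with 6 nM IGF at 37 deg C. After lysis, Ser473-phosphorylated Akt read by HTRF (ex 330 nm, em 615/665 nm) as the 665/615 ratio.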
GLP-1R agonist = qHTS of GLP-1 Receptor Agonists; HEK293 GLP-1R CRE-luciferase, luminescence, 4-6 h; cells express a hypersensitive GLP-1R form; Potency, µM (doses to about 45.6 µM), for the others: top-dose activation, most hits filed as activators; 0.007% of 380,000 active; AID 624172, 2012; also: potency is read from the fitted curve at half-maximal effect; % of control where 0% means no effect
Abeta rescue = qHTS for compounds that reverse cellular toxicity of Amyloid beta (A-beta) peptide in yeast: Primary Screen. yeast expressing A-beta42, growth rescue, OD600, 48 h; response scale: 0% DMSO, 100% iron-clioquinol control. 0.063% of 410,000 active. Potency, µM (highest dose often 46.1 µM), without a hit: at the highest dose growth rescue, hits mostly activators; also: potency is read from the fitted curve at half-maximal effect; nearly all actives have a fitted effect of over 55% in size
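Yeast growth medium received pinned compounds, then yeast cells expressing toxic A-beta were added; plates incubated at 30 C for 48 hr. Growth read as absorbance at 600 nm, normalized to DMSO and equimolar FeCl3 plus clioquinol controls.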
TDP-43 yeast inh = qHTS of TDP-43 Inhibitors. 1.8% of 410,000 active. Potency, µM (series often up to 46.1 µM), for the others: at the top dose growth rescue (activation), actives largely listed as activators. TDP-43 expressing yeast growth rescue, BacTiter-Glo, 24 h. AID 652104, 2013; also: potency is read from the fitted curve at half-maximal effect; % of control where 0% means no effect; nearly all actives have a fitted effect of over 50% in size
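Yeast expressing TDP-43 (pregrown in raffinose, seeded at OD600=0.02 in galactose medium) exposed to compounds 24 hr at 30 deg C. Growth read by BacTiter-Glo luminescence; rescue of toxicity appears as increased signal.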
PTHR1 agonist = qHTS for PTHR1 Agonists: Primary Screen | AID 743266, 2014 | Potency, µM (highest dose often 115 µM), inactives show at the highest dose activation, hits mostly activators | HEK293 GP2 PTHR1 cells, GloSensor cAMP luminescence, 1 h | Parathyroid hormone/parathyroid hormone-related peptide receptor (Homo sapiens), Q03431 | 0.075% of 410,000 active; also: potency is read from the fitted curve at half-maximal effect; nearly all actives have a fitted effect of over 55% in size; some results filed as inactive show a strong effect at the top dose; inactives centre near -15; many of its hits are not listed in these tables
Target sequence (Q03431 whole entry, looked up): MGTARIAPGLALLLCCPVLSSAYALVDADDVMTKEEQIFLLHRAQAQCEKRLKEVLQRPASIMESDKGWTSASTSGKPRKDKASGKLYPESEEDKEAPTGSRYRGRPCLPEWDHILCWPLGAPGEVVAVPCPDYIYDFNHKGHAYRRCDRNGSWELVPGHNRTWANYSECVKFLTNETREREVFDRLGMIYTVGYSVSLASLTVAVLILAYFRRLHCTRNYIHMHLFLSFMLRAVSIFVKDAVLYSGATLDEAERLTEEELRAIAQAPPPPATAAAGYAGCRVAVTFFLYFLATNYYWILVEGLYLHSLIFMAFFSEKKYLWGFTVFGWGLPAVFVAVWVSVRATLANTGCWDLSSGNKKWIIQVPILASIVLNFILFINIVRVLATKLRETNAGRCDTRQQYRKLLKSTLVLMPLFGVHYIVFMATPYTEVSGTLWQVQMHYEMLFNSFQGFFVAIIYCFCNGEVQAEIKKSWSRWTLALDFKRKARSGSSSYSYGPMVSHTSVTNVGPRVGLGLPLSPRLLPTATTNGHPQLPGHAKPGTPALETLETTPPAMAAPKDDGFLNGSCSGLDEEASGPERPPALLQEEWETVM
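HEK-293-derived GP2 cells expressing PTHR1 and a GloSensor cAMP reporter, 3,000/well, plated overnight, given luciferin plus IBMX (each 0.5 mM as added) for 1 h at 37 °C, then compound for 1 h at 37 °C. Luminescence was read after 15 min at room temperature.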
D3 antag = qHTS of D3 Dopamine Receptor Antagonist: qHTS | D(3) dopamine receptor (Homo sapiens), P35462 | D3R cells, DiscoveRx beta-arrestin luminescence, antagonist mode; stronger effect = lower value | max response, negative = inhibition, % | 2.5% of 360,000 active | AID 652054, 2013; in the data active = max response below about -50%; inconclusive = no clear call, values can overlap the other calls; also: % is scaled to controls: 0 for no effect and ±100 for the full control effect; mostly tested at two doses, the higher about 12 µM
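Cells plated overnight at 1500 cells/well, then exposed to library compounds with dopamine controls for 90 minutes at 37 degrees C. DiscoveRx reagent added for 30–60 minutes at room temperature; luminescence read, quantitative HTS format.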
* hit, by the source's call; i = inactive; ? = inconclusive; · = not tested or not shown; & = joins results of further samples; [ ] = dose if it differs, or a comment. Unless noted, calls follow the shape of the dose curve; as a rule, active = well fitted curve in the direction sought with a large enough effect; inconclusive = small, poorly fitted or top-dose-only effect, or another doubt; inactive = no such curve, though single readings can be large; an effect the other way counts as inactive or inconclusive. The list is partial; rates above refer to the full screens.

SMILES | GLP-1R inv ag | aSyn yeast inh | FUS suppressor | pAkt inh | GLP-1R agonist | Abeta rescue | TDP-43 yeast inh | PTHR1 agonist | D3 antag
CC1(C)CC2(CC(c3ccccc3)Oc3cc(O)ccc32)NC(=S)N1 (stereo unspecified) | 16% | 11% | 7% | i | -1% | 16% | 16% | -12% | 4
CCCCN(C)S(=O)(=O)c1ccc(C(=O)Nc2nnc(-c3ccco3)o2)cc1 | ? | 18% | 18% | i | -2% | 15% | -20%[0.397 µM] | -7% | -29
CCn1c(C)[n+](Cc2ccccc2)c2ccc(C(=O)OC)cc21 | 6% | -1% | 8% | i | 5% | 4% | -13% | 1% | 0
CC(C)C[C@H](NC(=O)NCCc1ccc(Cl)cc1)C(=O)O | 18% | 1% | · | i | -3% | -6% | -5% | -10% | 20
O=C(Oc1ccc(-c2ccccc2)cc1)N1CCCCC1 | 13% | -3% | -23% | i | -2% | 16% | 8% | -13% | 0
CCOC(=O)Cc1csc(NC(=O)NC2(C(F)(F)F)Oc3ccc(Cl)cc3O2)n1 (stereo unspecified) | 36%[activator] | 1% | -10% | i | -25% | 6% | 16% | -8% | 5
COc1ccc(OC)c(CNC(=O)c2cc3cc4ccc(OC)cc4nc3o2)c1 | 9% | · | -17% | · | -2% | -13% | -14% | 6% | ·
CC(Oc1ccc(Cl)cc1Cl)C(=O)NNC(=O)C(=O)N1CCCC1 (stereo unspecified) | 5% | 7% | 15% | i | 1% | 1% | -8% | -2% | -3
COc1ccc(NC(=O)COC(=O)CCNS(=O)(=O)c2ccc(Cl)cc2)cc1 | 2% | 0% | 16% | i | -1% | 13% | 8% | i | -1
CN(C)/C=C/C(=O)c1ccc(S(=O)c2ccccc2)cc1 (stereo unspecified) | 17% | -41%[inhibitor] | ? | i | -5% | ? | ? | i | 15
Cc1cccc(NC(=O)N2C3CCCC2CC(NC(=O)C(C)(C)C)C3)c1 (stereo unspecified) | -5% | -3% | -10% | i | 5% | -6% | 18% | -20% | 14
CCc1nc2c(OCCOc3ccc(F)cc3)cccn2c1N(C=O)Cc1ccc(OC)cc1 | ? | 1% | 12% | i | 3% | -10% | 3% | i | -1
COC(=O)C1OC2(OC1C(=O)OC)c1ccccc1-c1ccccc12 (stereo unspecified) | -8% | 6% | -24% | -120%* | 2% | 12%[9.22 µM] | 28% | i | 22
COc1ccc2c(Cl)c(-c3nnc4n3CCCCC4)sc2c1 | 55%[activator] | 13% | 21% | i | 19% | -38%[inhibitor] | ? | -18%[57.5 µM] | -4
Nc1cc(=O)[nH]c(SC/C=C/c2ccccc2)n1 | 70%[activator] | 2% | 10% | i | 3% | 0% | 6% | -12%[57.5 µM] | -2
COc1ccc(CNc2oc(Cc3cccc4ccccc34)nc2C#N)cc1 | ? | 14% | 21% | · | 17% | 14% | 27% | -21%[57.5 µM] | -17
O=C(O)C1CC(=O)N(c2ccc(F)cc2)C1 (stereo unspecified) | -1% | 2% | -2% | i | -1% | 13% | 8% | -4%[57.5 µM] | -8
COC(=O)COc1cccc2c(=O)n(CC(=O)N3CCCc4ccccc43)ccc12 | -1% | -2% | 12% | i | 4% | 2% | -4% | -1% | 1
O=C(Nc1c(C(=O)Nc2ccc3c(c2)OCCO3)cnn1-c1ccccc1Cl)c1ccco1 | 0% | 6% | 22% | i | -5% | -2% | -11% | -10%[57.5 µM] | 16
COC(=O)c1ccc(NC(=S)N2CCN(Cc3ccccc3OC)CC2)cc1 | ? | 8% | -17% | i | 18% | -13% | 25% | i | -4
CCCn1nnc(NC(=O)c2ccc(-c3ccccc3)cc2)n1 | -24% | -11% | 3% | i | 1% | 0% | 18% | -36%[inhibitor][57.5 µM] | 20
CN1C(c2ccccc2)CCOS1(=O)=O (stereo unspecified) | 29% | 4% | -12% | i | -3% | 3% | 4% | -8% | 0
O=C(NC1CC(=O)c2sccc21)c1cccc(C(F)(F)F)c1 (stereo unspecified) | 13% | -4% | -3% | i | 6% | -1% | -9% | -10% | 0
COc1cccc(CC(=O)Nc2ccc(S(=O)(=O)N3CCOCC3)cc2)c1 | -1% | 3% | 9% | i | 4% | 7% | -10% | i | 0
CCOC(=O)N1C2=NC(C(=O)OC)=C(C(=O)OC)[C@@H]3N(C)c4ccccc4[C@]23C[C@H]1C(=O)OC | 8% | 0% | -7% | i | 1% | -9% | -11% | i | -23

By substructure: those above with a COOH group
SMILES | GLP-1R inv ag | aSyn yeast inh | FUS suppressor | pAkt inh | GLP-1R agonist | Abeta rescue | TDP-43 yeast inh | PTHR1 agonist | D3 antag
CC(C)C[C@H](NC(=O)NCCc1ccc(Cl)cc1)C(=O)O | 18% | 1% | · | i | -3% | -6% | -5% | -10% | 20
O=C(O)C1CC(=O)N(c2ccc(F)cc2)C1 (stereo unspecified) | -1% | 2% | -2% | i | -1% | 13% | 8% | -4%[57.5 µM] | -8

(next part)
SMILES | GLP-1R inv ag | aSyn yeast inh | FUS suppressor | pAkt inh | GLP-1R agonist | Abeta rescue | TDP-43 yeast inh | PTHR1 agonist | D3 antag
COc1cc2c(cc1NC(=O)COC(=O)Cn1cnc3ccccc31)oc1ccccc12 | ? | 15% | 37% | i | 2% | 18% | 29% | -30%[inhibitor] | -3
N#Cc1nc(-c2ccccc2F)oc1N1CCN(C(=O)c2ccco2)CC1 | -1% | 5% | · | i | -1% | 2% | 18% | i | 20
COc1ccccc1N1CCN(C(=O)c2cn(C)c3ccc(S(=O)(=O)N4CCOCC4)cc3c2=O)CC1 | -13%&-5% | -1% | -7%&5% | i | -4% | 3%&-7% | -9%&3% | i | -2
CC(=O)c1cccc(NC(=O)C(OC(=O)c2cccc(S(=O)(=O)N(C)c3ccccc3)c2)c2ccccc2)c1 (stereo unspecified) | ? | 1% | 22% | i | 7% | 7% | 8% | i | 17
COc1ccccc1N=Nc1nc(-c2ccccc2)c(-c2ccccc2)[nH]1 | ? | -5% | · | i | -5% | -12% | ? | -11% | -75*
CC(=NC1CCCCC1)C1=C(O)c2ccccc2C1=O | 5% | 2% | 4% | i | 14% | -5% | ? | -30%[inhibitor] | 12
COC(=O)C1C2CCC(C2)C1C(=O)OCC(=O)c1ccc(C)cc1 (stereo unspecified) | ? | 1% | 19% | i | 0% | 22% | 11% | -17% | -5
CC(C)c1ccc(/C=N/Nc2ccc(C(=O)O)cc2)cc1 | ? | -13% | -4% | i | -5% | 13% | 11µM* | -37%[inhibitor] | 1
CC(C)(C)OC(=O)N1CCN(C(=O)c2[nH]cnc2C(=O)N[C@@H](Cc2ccccc2)C(=O)OCc2ccccc2)CC1 | 1% | 7% | ? | i | 6% | 6% | 22% | -20% | -13
OCCN1CCN(c2nc(NCc3ccco3)c3ccccc3n2)CC1 | -28% | -3% | 2% | i | 10% | 1% | -4% | -4%[57.5 µM] | -82*
Cc1cc(S(=O)(=O)Nc2ccc(C(=O)NCCCn3ccnc3)cc2)ccc1F | -3% | 6% | 9% | i | 8% | -2% | 20% | i | -1
COc1ccc(-c2csc(NC(=O)c3cc(-c4cccs4)nc4ccccc34)n2)c(OC)c1 | 1% | -3% | 6% | i | -12% | -1% | 9% | i | -18
COc1ccc(OC)c(NC(=O)Nc2cccnc2)c1 | 1% | -2% | 6% | i | 2% | 1% | 18% | -1% | ?
CC(NC(=O)c1ccc2c(c1)OCO2)C1CCCO1 (stereo unspecified) | 17% | ? | 27% | i | 5% | -7% | -24% | 7%[57.5 µM] | -27
COc1ccc(S(=O)(=O)N(C)c2ccc(C(=O)N3CCN(C)CC3)cc2)cc1 | ? | -7% | 9% | i | 0% | -7% | -16% | i | 7
COc1ccc(C(=O)NCCc2c[nH]c3ccccc23)cc1 | -15% | -2% | -3% | i | 8% | -3% | -3% | -19% | -13
CCOC(=O)CCCNC(=O)COC(=O)c1cccc(C)c1O | 1% | -4% | 21% | i | 0% | 1% | -13% | i | -19
O=C(c1ccc(Cl)cc1)N1N=C(c2ccccn2)CC1(O)C(F)(F)F (stereo unspecified) | ? | 1% | 17% | i | 22% | -4% | ? | -5% | -17
Cc1nnc2sc(-c3ccco3)nn12 | 4% | 3% | -11% | i | -8% | -1% | -9% | -11%[57.5 µM] | 5
CC(C)(C)[C@H]1CCC(=O)N([C@H](CSc2ccc(Br)cc2)Cc2ccccc2)CC1 | 12% | 0% | -15% | i | 1% | -15% | -3% | -17% | 19
CC(C)(C)c1cc(S(=O)(=O)CCc2ccncc2)cc(C(C)(C)C)c1F | -12% | -4% | 12% | i | 1% | -8% | -15% | i | 8
CCOc1ccccc1NC(=O)N1CCC(n2c(C)nc3cccnc32)CC1 | 8% | · | -15% | · | · | -1% | 24% | i | ·
COc1ccccc1NC(=O)CSc1cn(CC(=O)N2CCCC2)c2ccccc12 | 10% | · | 21% | · | · | -2% | 19% | -11% | ·
COc1cccc(CN(C)C(=O)c2cc(COc3c(F)cccc3F)on2)c1 | 8% | 2% | -17% | i | 16% | 6% | 25% | -18% | 11
CCN(CC)C(=S)Nc1ccc(OC(F)F)cc1 | -9%[7.66 µM] | -1% | -13% | i | 0% | 9% | 25% | i | 20
COc1ccc(NC(=O)c2ccco2)cc1S(=O)(=O)N1CCOCC1 | 11% | 3% | 26% | i | 18% | 8% | -3% | 30% | -16
O=C1Nc2ccccc2N=C(c2ccccc2)C1Br (stereo unspecified) | 1% | -3% | -1% | i | 1% | -22% | -15% | -14% | 13
